# From PubChem BioAssay
# NPY-Y1 PAM-ag = potentiators or agonists of human neuropeptide Y receptor Y1 | NPY-Y1 expressing cells, potentiator/agonist activation | P25929 | 220,000 compounds, 0.37% hits | activation, % at 3.6 µM; in the data active means activation above about 33%, passing the limit was not always enough;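 further: cells stimulated with NPY at EC10 then isoproterenol at EC100; 0% = low agonist plus stimulus and 100% = saturating agonist plus stimulus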
# NPY2 pot ag = human NPY-Y2 potentiation or agonism, primary screen | P49146 | cells expressing NPY-Y2, potentiator/agonist read-out | activation, % at 3.6 µM | 220,000 compounds, 0.45% hits; in the data active means activation above about 27%;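 further: cells stimulated with NPY near EC25 plus isoproterenol at EC100; 0% = vehicle plus submaximal agonist and 100% = vehicle plus saturating agonist; some results beyond the cut were filed as inactive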
# p97 inhibitor = blocks human p97 ATPase activity. P55072. recombinant p97 ATPase, Kinase-Glo ATP luminescence, 3 h. inhibition, % at 8 µM. 220,000 compounds, 0.42% hits; in the data active means inhibition above about 15%;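 further: 0% = DMSO vehicle and 100% = wells lacking enzyme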
# Runt-SMMHC FRET = Runt domain-CBFb-SMMHC interaction inhibition | Q01196+Q13951 | Cerulean-Runt/Venus-CBFb-SMMHC FRET ratio 530/480, 1 h | inhibition, % at 20 µM | 220,000 compounds, 0.74% hits;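 active means mean inhibition across duplicate retests at 20 µM reaching about 50%, limit read from the data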;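 further: 0% = DMSO wells and 100% = wells with excess untagged CBFb-SMMHC; inhibitors lower the FRET ratio by blocking Runt binding to CBFb-SMMHC; some results filed as inactive read as strong as hits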
# Target sequence (Q01196 whole entry, looked up, the tested form may be a part): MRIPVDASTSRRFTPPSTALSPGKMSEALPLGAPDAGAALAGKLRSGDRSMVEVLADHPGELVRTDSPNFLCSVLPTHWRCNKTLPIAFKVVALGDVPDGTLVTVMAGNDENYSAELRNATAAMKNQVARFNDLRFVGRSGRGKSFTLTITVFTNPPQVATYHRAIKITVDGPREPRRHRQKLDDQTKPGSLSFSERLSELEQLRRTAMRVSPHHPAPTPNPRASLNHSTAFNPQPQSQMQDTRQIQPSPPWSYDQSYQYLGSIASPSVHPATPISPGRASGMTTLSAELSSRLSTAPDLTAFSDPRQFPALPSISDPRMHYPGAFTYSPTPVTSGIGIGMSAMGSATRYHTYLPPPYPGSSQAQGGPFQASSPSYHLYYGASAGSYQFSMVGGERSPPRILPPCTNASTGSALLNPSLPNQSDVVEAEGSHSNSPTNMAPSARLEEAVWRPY
# Target sequence (Q13951 whole entry, looked up, the tested form may be a part): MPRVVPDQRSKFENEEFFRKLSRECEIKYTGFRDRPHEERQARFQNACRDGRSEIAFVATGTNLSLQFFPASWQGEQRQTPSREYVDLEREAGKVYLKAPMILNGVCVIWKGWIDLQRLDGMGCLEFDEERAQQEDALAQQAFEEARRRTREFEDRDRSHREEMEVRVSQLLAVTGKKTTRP
# MDM2 E3 inh = inhibitors of human Mdm2 E3 ubiquitin ligase | 210,000 compounds, 0.11% hits | Q00987 | signal enhancement, % at 5 µM | cell-based MDM2 ubiquitination luciferase reporter, 2 h; 0 = plate control, 100 = twice control, blank-subtracted;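 active means signal enhancement of 30% or more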;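 further: luminescence tracks abundance of the self-degrading MDM2-luciferase fusion protein; higher signal means inhibition of MDM2 E3 ligase activity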
#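 Buffer or medium: Cells held in DMEM | Assay system: Stable mammalian line carrying autodegrading MDM2–luciferase fusion reporter | Quantity: 2000 cells/well | Times: 4 h settle plus 2 h compound, 37 °C | Doses: One concentration, 5 µM, with 0.2% DMSO | Technique: Luminescence with SteadyLite reagent, 15 min at room temperature | Benchmarks: Plate controls and plate blanks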
# RBBP9 inh = human RBBP9 hydrolase inhibition; AID 1515; 220,000 compounds, 0.2% hits; recombinant RBBP9, FP-Rh probe fluorescence polarization; inhibition, % at 7.94 µM; O75884;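 active means inhibition above the campaign mean of all tested compounds plus 3 SD, cut at about 14% in these data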;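 further: plate controls were DMSO wells with RBBP9 for no effect and wells lacking RBBP9 protein for full effect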
# Target sequence (O75884 whole entry, looked up): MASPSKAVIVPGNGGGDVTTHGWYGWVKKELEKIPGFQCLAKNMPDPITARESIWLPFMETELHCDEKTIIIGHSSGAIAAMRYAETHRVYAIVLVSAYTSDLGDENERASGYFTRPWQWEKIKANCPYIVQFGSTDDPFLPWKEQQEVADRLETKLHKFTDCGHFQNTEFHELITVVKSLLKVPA
#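 Material: RBBP9 protein. Amount: RBBP9 at 2.5 µM in dispensed solution, before mixing. Schedule: 30 min then 45 min, 25 °C. Medium: Tris buffer pH 8.0, NaCl, Pluronic. Measured by: fluorescence polarization. Measure: percent inhibition from mP, scaled between DMSO and no-protein wells. Replication: one well per compound.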
# Hck Nef HTS = human Hck-Nef kinase inhibition; Recombinant Hck-YEEI plus Nef, Z-Lyte FRET kinase assay; P08631; 220,000 compounds, 0.68% hits; inhibition, % at 20 µM;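 active means Hck-Nef kinase inhibition above about 50%, limit read from the data; inactive means inhibition below that limit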;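 further: 0% = DMSO with Hck plus Nef and 100% = Hck alone without Nef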
# NPY Y1 blocker = antagonists of human neuropeptide Y receptor Y1; HEK293-CNG Y1 cells, membrane potential fluorescence; NPY at EC95, then isoproterenol; 200,000 compounds, 1% hits; P25929; inhibition, % at 3.6 µM;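 active means inhibition above the campaign mean inhibition of all tested compounds plus 3 SD, cut at about 20% in these data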;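 further: 0% = DMSO wells given NPY plus isoproterenol and 100% = isoproterenol alone without NPY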
#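 Assay system: HEK293 Y1/CNG channel cell line; Doses: single compound dose of 3.6 µM, 0.4% DMSO; Timing: dye 3 h, compound 60 min room temperature, stimulation 45 min; Technique: Membrane-potential fluorescent dye readout; Measure: % inhibition of NPY effect.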
# Runt-CBFb FRET = blocks binding of human RUNX1 Runt domain to CBFb; Cerulean-Runt/Venus-CBFb FRET ratio 530/480, 1 h; 220,000 compounds, 0.46% hits; inhibition, % at 20 µM; AID 1496; Q01196+Q13951;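 active means inhibition over about 50% at 20 µM in the single-dose screen, limit read from the data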;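 further: 0% = DMSO wells and 100% = excess unlabeled CBFb competitor control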
#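 Reagent – Venus-CBFb binding partner, 100 nM · Assay system – Cerulean-tagged RUNX1 Runt domain (FRET donor) fusion protein · Input – 100 nM per protein · Incubation – two 1 h room-temperature incubations shielded from light · Measured by – FRET fluorescence · Medium – Tris buffer pH 7.5 with salts and BSA · Benchmarks – unlabeled CBFb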
# Active calls of the source: *; . = no result given.
SMILES,NPY-Y1 PAM-ag,NPY2 pot ag,p97 inhibitor,Runt-SMMHC FRET,MDM2 E3 inh,RBBP9 inh,Hck Nef HTS,NPY Y1 blocker,Runt-CBFb FRET
COc1ccc(/C=N\NS(=O)(=O)c2ccc(Br)cc2)cc1COc1ccccc1[N+](=O)[O-],-10,8,2,-2,-23,-2,5,-1,-2
O=C1C=CC(=O)N1c1ccc(O)cc1,-4,-12,-4,15,-15,-8,-46,.,36
CC(C)=N/N=C(/c1ccc([N+](=O)[O-])cc1)C12CN3CN(CN(C3)C1)C2,7,-13,3,2,-24,-2,31,5,-3
O=C(CS(=O)(=O)c1ccc(Cl)c(Cl)c1)Nc1ccccc1Cl,-9,-9,-2,2,6,-10,0,5,0
CN1C(=O)c2ccc(C(=O)Nc3nccs3)cc2C1=O,23,3,11,-1,-22,1,20,6,-3
O=C(c1cc2nc(-c3ccc(F)cc3)cc(C(F)(F)F)n2n1)N1CCOCC1,0,-1,1,1,-13,-4,1,-3,-1
CC(C)c1ccc(S(=O)(=O)N2CCN(CC(=O)Nc3ccc4c(c3)OCO4)CC2)cc1,35,4,0,-2,1,-5,-10,1,-3
Cc1nn(C)c(C)c1S(=O)(=O)NC1CCCC1,-25,12,-2,4,6,-2,-1,-3,-2
C=CCNC(=O)c1csc(-c2ccccc2)n1,12,-19,-4,1,-2,-3,-1,3,0
Brc1cccc(OCCN2CCCCC2)c1,-14,1,-1,-3,23,-2,1,2,0
CC1CCN(C(=O)CNC(=O)c2cccc(OC(F)F)c2)CC1,-14,0,0,1,-5,-12,-3,0,.
Cc1nc(N2CCOCC2)c(C#N)c(C)c1Br,6,-4,0,-3,-5,3,9,1,0
OCCSc1c(F)c(SCCO)c(SCCO)c(F)c1SCCO,-8,13,0,-3,-15,1,3,-2,0
CC(C)OC(=O)CSc1nnc(-c2ccc(C(C)(C)C)cc2)n1N,13,-22,-9,39,-13,-9,0,8,40
COc1ccccc1C1SCCN1S(=O)(=O)c1cccc(C(F)(F)F)c1 (centres undefined),-9,7,-5,-5,-17,-5,1,7,1
Cc1ccn2cc(CNS(=O)(=O)c3ccc(Cl)s3)nc2c1,-10,-2,-13,3,-5,-10,2,-4,3
Cc1oc(C(=O)O)cc1CSCc1ccoc1C(=O)O,19,0,1,3,-8,-4,1,-1,1
COc1ccc(OCCC(=O)OCC(=O)Nc2cccc(S(=O)(=O)N3CCOCC3)c2)cc1,3,-13,2,-1,-14,-5,17,5,1
O=C(COc1ccc(Cl)cc1)NCCC1=CCCCC1,-34,-15,-3,2,-11,1,0,0,3
COC(=O)c1ccccc1CON1C(=O)C(C)(C)N(OCc2ccccc2C(=O)OC)C(=O)C1(C)C,6,0,-1,-3,15,-2,0,3,-4
CCOC(=O)c1nc(Nc2cccc(C)c2)c2ccccc2n1,14,1,4,-3,-11,-6,29,2,1
S=C1NCN(C2CCCCC2)CN1c1ccccc1,20,-2,0,1,-4,-3,6,.,0
c1ccc(OCc2nc3ccccc3s2)cc1,-1,-11,-10,-3,-51,-10,-1,-6,-1
CCCCOC(=O)Cn1cnc2ccc(Br)cc2c1=O,11,-9,4,0,0,-5,5,0,1

# An excerpt from above, limited to Hck Nef HTS, NPY2 pot ag and Runt-CBFb FRET:
canonical_smiles | Hck Nef HTS | NPY2 pot ag | Runt-CBFb FRET
O=C(COc1ccc(Cl)cc1)NCCC1=CCCCC1 | 0 | -15 | 3
COC(=O)c1ccccc1CON1C(=O)C(C)(C)N(OCc2ccccc2C(=O)OC)C(=O)C1(C)C | 0 | 0 | -4
CCOC(=O)c1nc(Nc2cccc(C)c2)c2ccccc2n1 | 29 | 1 | 1

# Further compounds follow.
SMILES,NPY-Y1 PAM-ag,NPY2 pot ag,p97 inhibitor,Runt-SMMHC FRET,MDM2 E3 inh,RBBP9 inh,Hck Nef HTS,NPY Y1 blocker,Runt-CBFb FRET
O=C(CSc1nc2sc3c(c2c(=O)[nH]1)CCC3)NCCO,-8,4,0,0,-13,-10,4,.,-2
O=C(NC1CC1)c1ccc(COc2ccc(F)cc2)o1,10,6,1,-3,-37,-6,2,-2,1
CC(C)c1nc2c(c(=O)c3ccccc3n2C)c(=O)n1-c1ccc(F)cc1,-14,4,9,-5,-4,1,3,2,-2
CSc1nsc(SC)c1CO,-2,-3,-1,-1,-2,-6,9,.,1
CSc1nnc(C)c(=O)n1COC(=O)COc1ccccc1,6,1,-7,2,-7,-7,-3,10,2
COCCn1c(C(C)C)nc2sc3ccccc3c(=O)c2c1=O,18,-1,2,4,5,0,-1,0,-1
COC(=O)c1c(-c2ccc(C)cc2)csc1NC(=S)NC(=O)c1ccc(F)cc1,-10,15,3,-1,5,-6,1,2,2
COC(=O)CC1C(C(=O)OC)ON2OC(C(=O)OC)C(C(=O)OC)C12 (centres undefined),-6,-5,4,-1,-4,-4,4,-5,-3
CCCCn1c(Cc2ccccc2)nnc1SCC(=O)Nc1cc(C)on1,19,5,-4,2,6,2,-10,3,0
CCC(CC)NC(=O)c1cccc(Br)c1,8,8,4,1,-4,4,4,3,1
COc1ccccc1N1CCN(C2CCN(C(=O)c3cccs3)CC2)CC1,10,-2,6,1,2,4,-4,-1,1
COc1ccc(N(C(=O)c2cnsn2)C(C(=O)NC2CCCCC2)c2ccncc2)cc1 (centres undefined),-10,-9,4,0,-18,-1,5,17,4
COc1ccc2c(c1)c(C(=O)CN1CCC3(CC1)OCCO3)c(C)n2C,4,4,2,-1,-13,-5,1,3,-10
Cc1ccccc1-c1nc(Cc2ccc(Cl)cc2)no1,7,-7,-3,2,-11,-9,0,3,-2
Cc1c(Br)c([N+](=O)[O-])nn1C(C)C(=O)NCc1cccs1 (centres undefined),13,12,2,0,13,-4,1,5,-2
CCCC1=C(C(=O)OCC)C(/C=C/c2ccccc2)n2ncnc2N1 (centres undefined),20,8,-1,-2,-3,-4,2,3,-2
Cc1cc(NS(=O)(=O)c2ccc(NC(=O)c3cc4cc(Br)ccc4oc3=O)cc2)no1,10,2,6,-38,10,0,26,6,-3
CN(C)S(=O)(=O)N1CCN(c2cccc(Cl)c2)CC1,10,5,6,-4,-18,-6,-1,-2,1
Cc1cccc(OCCC(=O)OCC(=O)N2CCc3ccccc32)c1,-2,-4,-2,-3,-14,0,1,5,-3
CNC(=O)c1cc(Cl)c(OC)c(OC)c1,-4,12,4,19,-6,-4,1,1,29
O=C(NCc1ccc2c(c1)OCO2)c1cc(-c2ccccc2Cl)on1,-14,-55,-9,-7,-11,-5,1,12,-5
Cc1c(Cl)cccc1N1C(=O)C(N2C(=O)c3cccc([N+](=O)[O-])c3C2=O)C1c1cccs1 (centres undefined),-16,-42,1,0,0,-7,0,1,.
Cc1cc2occ(CC(=O)NCc3cccs3)c2cc1C(C)C,-6,2,2,1,-1,0,3,0,-4
Cc1nc(N2CCC(C)CC2)c2c(C)c(C(=O)Nc3cccc(C(F)(F)F)c3)sc2n1,-10,-19,1,-4,-18,-1,22,6,-6
N=C(N)Sc1nc(N2CCCCC2)nc(N2CCCCC2)n1,-1,2,1,.,-9,-9,20,4,.
CCn1c2ccc(C)cc2c2nnc(NN)nc21,-8,-5,0,2,5,-8,0,3,-1
COc1cccc(CNC(=O)C2CCC(CNS(=O)(=O)c3cccc4nsnc34)CC2)c1 (centres undefined),19,-6,1,-2,2,-5,1,3,4
O=C1Nc2ccccc2C(O)(C(=O)NCc2ccco2)N1c1ccccc1 (centres undefined),15,12,0,4,-7,-7,1,0,0
CC(SCc1cc(=O)n2c([nH]c3ccccc32)c1C#N)C(=O)O (centres undefined),-7,1,-2,2,-10,-7,29,-6,4
CCc1ccc(NC(=O)c2ccc(C3SCC(=O)N3CCc3ccccc3)cc2)cc1 (centres undefined),6,8,0,0,-13,-5,-21,-12,-3
CCC(c1nnnn1Cc1ccccc1)N1CCN(c2ccccc2)CC1 (centres undefined),3,-7,2,.,1,5,18,7,.
Cc1nn(CC(=O)NCc2ccc(OC(C)C)cc2)c(=O)c2cc3occc3n12,-1,-1,0,2,-12,-8,-2,8,-3
CCOCC(=O)Nc1nnc(COC)s1,5,8,2,-4,-5,-10,-1,3,2

# In the list so far, these have a Cl atom:
SMILES,NPY-Y1 PAM-ag,NPY2 pot ag,p97 inhibitor,Runt-SMMHC FRET,MDM2 E3 inh,RBBP9 inh,Hck Nef HTS,NPY Y1 blocker,Runt-CBFb FRET
O=C(CS(=O)(=O)c1ccc(Cl)c(Cl)c1)Nc1ccccc1Cl,-9,-9,-2,2,6,-10,0,5,0
Cc1ccn2cc(CNS(=O)(=O)c3ccc(Cl)s3)nc2c1,-10,-2,-13,3,-5,-10,2,-4,3
O=C(COc1ccc(Cl)cc1)NCCC1=CCCCC1,-34,-15,-3,2,-11,1,0,0,3
Cc1ccccc1-c1nc(Cc2ccc(Cl)cc2)no1,7,-7,-3,2,-11,-9,0,3,-2
CN(C)S(=O)(=O)N1CCN(c2cccc(Cl)c2)CC1,10,5,6,-4,-18,-6,-1,-2,1
CNC(=O)c1cc(Cl)c(OC)c(OC)c1,-4,12,4,19,-6,-4,1,1,29
O=C(NCc1ccc2c(c1)OCO2)c1cc(-c2ccccc2Cl)on1,-14,-55,-9,-7,-11,-5,1,12,-5
Cc1c(Cl)cccc1N1C(=O)C(N2C(=O)c3cccc([N+](=O)[O-])c3C2=O)C1c1cccs1 (centres undefined),-16,-42,1,0,0,-7,0,1,.
